Source: PubChem BioAssay (NCI)
NCI-60 one-dose screen, 48 h, at 10 µM unless noted. Numbers give growth in % (100 = growth as untreated, 0 = no growth, -100 = all killed).
HL-60(TB) = HL-60(TB) leukemia cells; 78,000 tested, 9% active; active = growth percent below 10
Numbers without * were called inactive; & = joins results of further samples; [ ] = another dose, or the depositor's remark. An excerpt; count on the stated rates, not on these rows.

SMILES | HL-60(TB)
O=C(Nn1c(COc2ccccc2)nc2ccccc2c1=O)c1ccc(Cl)cc1 | 101
CCOC(=O)CO/N=C(C)/C=C/c1ccc(Br)cc1 | 58
COc1cc(OC)c(/C=C/c2ccncn2)c(OC)c1 | 108
Cn1ccnc1C(=O)/C=C/c1ccc(C(=O)Nc2ccc(F)cc2)cc1 | -6.9*
COc1cc2c(cc1OC)C(C1CC1)N(S(N)(=O)=O)CC2 (stereo not drawn) | 84
O=C(O)c1cccc2c1-c1c(cccc1[N+](=O)[O-])C2 | 102
C=C1CC[C@@H]2[C@](C)(COC(C)=O)[C@H](OC(C)=O)CC[C@@]2(C)[C@@H]1C/C=C1/C(=O)OC[C@H]1OC(C)=O | 79
COc1ccc2c(O)c(/C=C3\N=Nc4ccccc43)oc2c1C[C@@H]1CCNC[C@H]1F | 61
Cn1cc(-c2nc(-c3cn(C)c4ncccc34)cs2)c2cc(Br)ccc21 | 83
COc1ccc(C2OC(N)=C(O)C2=O)cc1OC (stereo not drawn) | 93
O=C(c1nn(Cc2ccccc2)c2c1CC(NCc1ccc(F)cc1)CC2)N1CCCCC1 (stereo not drawn) | 89
O=C1Nc2ccsc2C(c2ccccc2)=N[C@H]1Cc1ccccc1 | 84
CCOC(=O)C1=C(N)Oc2c(sc3c(C)cccc23)C1c1ccc(F)cc1 (stereo not drawn) | -39*
CC(=O)NNC(=O)C(N)Cc1ccc(O)cc1 (stereo not drawn) | 98
COC(=O)[C@H](Cc1cn(C)cn1)NC(=O)[C@@H](NC(=O)Nc1cc(C(F)(F)F)cc(C(F)(F)F)c1)C(C)(C)C | -56*[100 µM]

Two entries from above in a different format.
compound: O=C1Nc2ccsc2C(c2ccccc2)=N[C@H]1Cc1ccccc1
  HL-60(TB): 84

compound: CCOC(=O)C1=C(N)Oc2c(sc3c(C)cccc23)C1c1ccc(F)cc1 (stereo not drawn)
  HL-60(TB): -39*

Next compounds follow.
SMILES | HL-60(TB)
COCCCNC(=O)c1nnn2c1nc(N)c1cc(Cl)ccc12 | 94
O=C(Nc1ccc(-n2cc(-c3ccncc3)c(-c3ccc(Cl)c(O)c3)n2)cc1)Nc1ccc(Cl)c(C(F)(F)F)c1 | -11*
COc1ccc(-c2ccc(NC(=O)Nc3ccc(Cl)cc3)c(C)n2)cc1 | 80
Nc1ccc(S(=O)(=O)N/N=C/c2ccccc2Cl)cc1 | 90
Cc1nc2[nH]c(N)nc(=S)c2[nH]1 | 95
CCOc1ccc(N=Nc2ccc(/C=C/c3ccc(N=Nc4ccc(OCC)cc4)cc3S(=O)(=O)O)c(S(=O)(=O)O)c2)cc1 | 89&107
COc1cc(-c2nnc(-c3nc(-c4cc(OC)c(OC)c(OC)c4)n4ccccc34)o2)ccc1O | 85
CCCCCCCCCCCCCC[n+]1cccc(C(N)=O)c1 | -56*
CCC(N)(C(=O)O)c1ccc(F)cc1 (stereo not drawn) | 87
C[n+]1c(/C=C/c2ccc(N(CCCl)CCCl)cc2)sc2ccccc21 | 18
COc1ccccc1/C=C/C=N/NC1=NC2C(S1)N(C)C(=O)N2c1ccccc1 (stereo not drawn) | -26*
O=c1oc2ccccc2cc1-c1nn(-c2ccccc2)cc1-c1nn[nH]n1 | 97
Cc1ccccc1N1CCN(CCC(=O)O)CC1 | 98
Cc1ccc(-c2nc3nc(-c4ccccc4)nc(N4CCCN(S(=O)(=O)c5ccc(C)cc5)CC4)c3o2)cc1 | 114
C=CC1CN2CCC1CC2C(O)c1ccnc2ccccc12 (stereo not drawn) | 225
Nc1ccc2nc(NC(=O)CN3CCCCC3)sc2c1 | 100
NC(N)=NC(N)=Nc1ccccc1Cl | 109
CC(=O)N1N/C(=C2/C(C)=NC(=S)NC2c2ccccc2)CC1c1ccc(N(C)C)cc1 (stereo not drawn) | 101
CCCCCCCC(=O)OC[C@]1(C)CCC[C@]2(C)[C@@H]1CC[C@@]13C[C@@H](OCOC)[C@@](C)(CC[C@H]12)C3 | 100
c1ccc(OCc2nnc(-c3ccc(Oc4ccccc4)cc3)o2)cc1 | 100
CC(C)Sc1cc(=O)[nH]c(N)n1 | 75
Nc1cccc(-c2ccc(COc3ccc(CC4SC(=O)NC4=O)cc3)cc2)c1 (stereo not drawn) | 43
CCCCCN1C=C/C(=C\C(=O)N(Cc2ccccc2)c2ccc(OC)cc2)c2ccccc21 | 63
O=C(NCCSSCCNC(=O)c1ccccc1)c1ccccc1 | 97
O=C(NC(=O)c1ccc(F)c(Cl)c1)NC1CC1 | 89&88
Cc1ccc(Cc2cnc(NC(=O)C3COc4ccccc4O3)s2)cc1 (stereo not drawn) | 96
N#Cc1c(-c2ccc(F)cc2)nc2c(N=Nc3ccc(S(N)(=O)=O)cc3)c(N)nn2c1N | 96
Clc1ccccc1-n1cc(CSc2nnc(COc3cccc4cccnc34)o2)nn1 | 80
O=C(CCN1C(=O)c2ccccc2C1=O)c1ccccc1 | 98
C/C(=N\N=C1\SCC(=O)N1c1cccc(C)c1)c1cc2ccccc2oc1=O | 109
NC1(C(=O)O)CCCCC1 | 99
Nc1ccc(S(=O)(=O)O)c2cccc(O)c12 | 101&80
COc1cc(/C=C2\CN(S(=O)(=O)c3ccc(C)cc3)C/C(=C\c3cc(CN4CCCCC4)c(O)c(OC)c3)C2=O)cc(CN2CCCCC2)c1O | -37*
CC1CC2CC(=O)CCC2(C)C2CCC3(C)C(CCC3(C)O)C12 (stereo not drawn) | 90
COc1cc(/C=C2\C(=N)N=C(SCc3nc4ccccc4[nH]3)NC2=O)cc(OC)c1OC | 107
CCCCNC(=S)NS(=O)(=O)c1ccc(CCN2C(=O)/C(=C/c3ccc(F)cc3)N=C2C)cc1 | 92
O=C(O)c1ccccc1-c1c2ccc(=Nc3ccccc3)cc-2oc2cc(Nc3ccc(S(=O)(=O)O)cc3)ccc12 | 93
COc1ccc(C(=O)CC(C#N)c2ccc3c(c2)OCO3)cc1OC (stereo not drawn) | 80
Cc1ccn2c(=O)c(C)cnc2c1 | 99
COc1ccc(-c2cc(C(=O)N3CCN(C(=O)c4ccccc4NCc4cc(OC)c(OC)c(OC)c4)CC3)nc3cc(-c4ccccc4)nn23)cc1 | 92
O=[n+]1c2ccccc2n([O-])c2cc(Cl)ccc21 | -1.0*
O=[N+]([O-])c1cnc(Sc2ccncn2)s1 | -20*
CCn1cc(C(=O)N/N=C/c2cccs2)c(=O)c2cc(F)c(N3CCNC(C)C3)c(F)c21 (stereo not drawn) | 105
Cc1ccc(N/C=C/C(=O)O)nc1 | 100
Nc1nn(C(=O)c2ccncc2)cc1-c1ccc(Cl)cc1 | 171

16 entries from above, ordered by molecular weight, falling.
SMILES | HL-60(TB)
CCCCCN1C=C/C(=C\C(=O)N(Cc2ccccc2)c2ccc(OC)cc2)c2ccccc21 | 63
O=C(Nn1c(COc2ccccc2)nc2ccccc2c1=O)c1ccc(Cl)cc1 | 101
COc1ccc(-c2ccc(NC(=O)Nc3ccc(Cl)cc3)c(C)n2)cc1 | 80
O=C(NCCSSCCNC(=O)c1ccccc1)c1ccccc1 | 97
O=c1oc2ccccc2cc1-c1nn(-c2ccccc2)cc1-c1nn[nH]n1 | 97
Cn1ccnc1C(=O)/C=C/c1ccc(C(=O)Nc2ccc(F)cc2)cc1 | -6.9*
CC1CC2CC(=O)CCC2(C)C2CCC3(C)C(CCC3(C)O)C12 (stereo not drawn) | 90
COc1cc2c(cc1OC)C(C1CC1)N(S(N)(=O)=O)CC2 (stereo not drawn) | 84
Nc1ccc2nc(NC(=O)CN3CCCCC3)sc2c1 | 100
O=C(CCN1C(=O)c2ccccc2C1=O)c1ccccc1 | 98
O=C(NC(=O)c1ccc(F)c(Cl)c1)NC1CC1 | 89&88
Cc1ccccc1N1CCN(CCC(=O)O)CC1 | 98
Nc1ccc(S(=O)(=O)O)c2cccc(O)c12 | 101&80
CC(=O)NNC(=O)C(N)Cc1ccc(O)cc1 (stereo not drawn) | 98
CC(C)Sc1cc(=O)[nH]c(N)n1 | 75
Cc1nc2[nH]c(N)nc(=S)c2[nH]1 | 95

Continuation.
SMILES | HL-60(TB)
Nc1nonc1-c1nc2ccccc2n1CC(=O)Nc1ccc2c(c1)COC2=O | 100
Cc1nc(C2CC2)[nH]c(=O)c1C(=O)Nc1cccc(C(=O)Nc2cccc(C(F)(F)F)c2)c1 | 100
Cc1nn(-c2ccccc2)c(N(C)Cc2ccccc2)c1C1CC(c2ccc(F)cc2)=NN1C=O (stereo not drawn) | 98
NC(=O)C1(NC2CCCCC2)CCNCC1 | 95
COc1cc(C(=O)n2nc(N3CCOCC3)c3cc(-n4cccc4)ccc32)cc(OC)c1OC | 62
Oc1ccc(CCC2CCCCC2)c(O)c1 | 94
CC(C)C(C(=O)O)N1C(=O)/C(=C\c2ccc(-c3ccc(Cl)cc3)o2)SC1=S (stereo not drawn) | 99
CC1=C2C(=C[C@@](C)(COCOCCCl)[C@@H]2O)C(=O)[C@](C)(O)C12CC2 | -32*
CC(=O)ON1CCCC(P(=O)(OCCSC(=O)C(C)(C)C)OCCSC(=O)C(C)(C)C)C1=O (stereo not drawn) | 14
O=C(O)c1ccc(-n2cc(/C=N/Nc3cccc(F)c3)c(-c3ccc(F)cc3F)n2)cc1 | 84
COc1ccc(/C=C2\Oc3cc(OCCN4CCCC4)ccc3C2=O)c(OC)c1OC | 78
CN1C(=O)/C(=C\c2cnc(-c3cccnc3)s2)c2ccccc21 | 100
CC(C)C1=C[C@@]23CC[C@@H]4[C@](C)(CCC[C@@]4(C)C(=O)N4CCCNCC4)[C@H]2C[C@@H]1[C@H]1C(=O)CCC(=O)[C@H]13 | 100
Cc1cc(C)c(CCN(C)C)c(C)c1C | 100&109
C=C(C)[C@@H]1CC[C@]2(C(=O)O)CC[C@]3(C)[C@H](CC[C@@H]4[C@@]5(C)C/C(=C/c6ccc(OC)cc6)C(=O)C(C)(C)[C@@H]5CC[C@]43C)[C@@H]12 | 2.1*
O=C1Nc2cc(Cl)ccc2/C1=C/c1ccc(OCc2ccc(Cl)cc2)cc1 | 107
CCCCCC[C@](C)(O)[C@H]1CC[C@H]2[C@@H]3C[C@H](O)[C@H]4C[C@@H](O)CC[C@]4(C)[C@H]3CC[C@@]21C | 84
COc1ccc(CNC(=O)CN2CCCC2=O)cc1 | 102
CC(C)[C@H](CN)NC[C@H](C)NS(=O)(=O)c1ccc(C(C)(C)C)cc1 | 95
O=C(Nc1ccccc1)Nc1cc(-c2ccccc2)on1 | 102
COc1ccc(C(=O)C(Br)C(Br)C(=O)O)cc1 (stereo not drawn) | 103
N=C(N)c1ccc(/C=C/c2ccc(C(=N)N)cc2O)cc1 | 132
CCOC(=O)/C(C#N)=C/c1ccc(C)o1 | 69
N[C@H]1C[C@@H](C(=O)O)CC1=C(F)F | 88
C=C(C)c1ccc(C)cc1 | 95
COc1cc(/C=C2\CCCC3=C2NC(N)=NC3c2cc(OC)c(OC)c(OC)c2)cc(OC)c1OC (stereo not drawn) | -7.5*
Cn1c(=O)c2[nH]c(=S)[nH]c2n(C)c1=O | 112
Cc1ccc(C(=O)COc2cccc(/C=C3\Oc4ccccc4C3=O)c2)cc1 | 79
CCOC(=O)c1csc(-c2csc(CCNC(=O)c3ccccc3)n2)n1 | 107
CSc1nn(-c2ccccc2)c2ncnc(Nc3ccc(C)cc3)c12 | 94
O=C1OC(N(Cc2ccccc2)Cc2ccccc2)c2ccccc21 (stereo not drawn) | 67
c1ccc(C2OCCO2)nc1 | 101
CCN(CC)CCOc1c(C(C)C)cccc1C(C)C | 107
O=C1NN(C(=O)c2ccc([N+](=O)[O-])cc2)C(c2ccccc2)=N/C1=C\c1cn(-c2ccccc2)nc1-c1ccccc1 | 89
Cc1ccc(Cc2cnc(NC(=O)/C=C/c3cccc(C)c3)s2)cc1 | -15*
CS(=O)(=O)c1ccc(-c2nc3ccccc3n2CC(=O)N/N=C/c2ccccc2)cc1 | 141
CN1CCN(c2nc(-c3cccnc3)nc3sc4c(c23)CCCCCC4)CC1 | 87
CCCCCCCC/C=C\CCCCCCCC(=O)OCCCCCCCCCCCCC | 121
Cc1nc2sc(C(=O)Nc3cccc(Cl)c3C)c(N)c2cc1C(C)O (stereo not drawn) | -19*
CC(C)(C)c1ccc(-c2nc(C#N)c(NC3CCS(=O)(=O)C3)o2)cc1 (stereo not drawn) | 76
c1ccc(Cc2cccnc2)cc1 | 97
Cn1cnc2c(SCc3ccccc3)ncnc21 | 87
Cc1ccc(N(N)C(N)=O)cc1 | 93
N#Cc1c(-c2ccccc2)[nH]c(-c2ccccc2)c1NS(=O)(=O)c1ccc(N)cc1 | 95
C#CC[C@@H]1C[C@]2(C)[C@H]3CC=C4[C@H]5[C@@H](C)[C@H](C)CC[C@]5(C(=O)NCCCCCCCCN)CC[C@@]4(C)[C@]3(C)CC[C@H]2C(C)(C)[C@H]1OC(C)=O | -15*
CCNc1nc(N2CC(=O)Nc3cc(OC)ccc32)c2ccccc2n1 | -4.5*
CCCCCc1ccc(C(=O)N2CCN(C)CC2)cc1 | 78
CCN(CC)Cc1ccc(CNc2cc(OC)nc3nc(C)nn23)cc1 | 98
C=CC[P+](CC=C)(CC=C)c1ccccc1 | 92
NC(CCSCc1ccccc1)C(=O)O (stereo not drawn) | 108
COc1cc(/C=C/C(=N/O)c2ccc(N)cc2)cc(OC)c1OC | 87
O=C1/C(=C/c2ccco2)CC/C1=C\c1ccco1 | 76
OC(c1cccc(C(F)(F)F)c1)c1cnccc1NC1CCCCCC1 (stereo not drawn) | -31*
COc1ccc(Oc2ccc(/C=N/NC(=O)CSc3nc4ccccc4c(=O)n3-c3ccc(Cl)cc3)cc2)cc1 | 104
COc1ccc(C2N=C(SCC(=O)Nc3ccc(S(=O)(=O)NC(C)=O)cc3)NC(C)=C2C(C)=O)cc1 (stereo not drawn) | 101
Nc1ccc(C2NNC(=O)Cc3cc4c(cc32)OCO4)cc1 (stereo not drawn) | 96
O=c1c2cc(F)ccc2nc2n1CCO2 | 107
O=c1nc(NCc2ccccc2Cl)sc2ccccc12 | 70
CC(C)c1oc2ccccc2c1C(=O)c1cc(I)c(O)c(I)c1 | 90
O=C1NC(=O)C(c2ccccc2)(c2ccccc2)N1CN1C=CN(c2cc3ccccc3oc2=O)N1 | 91
O=C(O)CCC(=O)NCC1CCCC(CNC(=O)CCC(=O)O)C1 (stereo not drawn) | 104
CCn1c(=O)c2[nH]c(Cl)nc2n(CC)c1=O | 68
CC1=CC(=C(c2cc(C)c(O)c(C(=O)O)c2)c2cc(C)c(O)c(C(=O)O)c2)C=C(C(=O)O)C1=O | 117
